TDP43 rescue: inhibitors of TDP-43 toxicity in yeast; TDP-43 expressing yeast growth rescue, BacTiter-Glo, 24 h; Potency, µM (doses to about 46.1 µM), without a hit: at the top dose growth rescue (activation), actives largely listed as activators; actives 1.8% (n = 410,000); AID 652104; also: potency is read from the fitted curve at half-maximal effect; % of control where 0% means no effect; nearly all actives have a fitted effect of over 50% in size
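In this qHTS, compounds that restore growth of yeast expressing TDP-43 appear as activators. Cells (OD600=0.02, galactose medium, raffinose-pregrown) are incubated with compound 24 hr at 30 deg C and growth is quantified by BacTiter-Glo.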
Abeta yeast res: restores growth of yeast expressing A-beta42 peptide; Potency, µM (highest dose often 46.1 µM), without a hit: at the highest dose growth rescue, hits mostly activators; actives 0.063% (n = 410,000); yeast expressing A-beta42, growth rescue, OD600, 48 h; response scale: 0% DMSO, 100% iron-clioquinol control; also: potency is read from the fitted curve at half-maximal effect; nearly all actives have a fitted effect of over 55% in size
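Yeast growth medium received pinned compounds, then yeast cells expressing toxic A-beta were added; plates incubated at 30 C for 48 hr. Growth read as absorbance at 600 nm, normalized to DMSO and equimolar FeCl3 plus clioquinol controls.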
EPAC2 antagonist: EPAC2 (human) antagonism. AID 720708. EPAC2 GEF exchange of Rap1B-BODIPY-GDP, fluorescence. Potency, µM (top dose mostly 114 µM), for the others: at the highest dose activity, negative = inhibition, usual class: inhibitors. actives 0.18% (n = 360,000). Q8WZA2; also: potency is read from the fitted curve at half-maximal effect; % is scaled to controls: 0 for no effect and ±100 for the full control effect; nearly all actives have a fitted effect of over 45% in size; many of its hits are not listed in these tables
Target sequence (Q8WZA2 whole entry, looked up): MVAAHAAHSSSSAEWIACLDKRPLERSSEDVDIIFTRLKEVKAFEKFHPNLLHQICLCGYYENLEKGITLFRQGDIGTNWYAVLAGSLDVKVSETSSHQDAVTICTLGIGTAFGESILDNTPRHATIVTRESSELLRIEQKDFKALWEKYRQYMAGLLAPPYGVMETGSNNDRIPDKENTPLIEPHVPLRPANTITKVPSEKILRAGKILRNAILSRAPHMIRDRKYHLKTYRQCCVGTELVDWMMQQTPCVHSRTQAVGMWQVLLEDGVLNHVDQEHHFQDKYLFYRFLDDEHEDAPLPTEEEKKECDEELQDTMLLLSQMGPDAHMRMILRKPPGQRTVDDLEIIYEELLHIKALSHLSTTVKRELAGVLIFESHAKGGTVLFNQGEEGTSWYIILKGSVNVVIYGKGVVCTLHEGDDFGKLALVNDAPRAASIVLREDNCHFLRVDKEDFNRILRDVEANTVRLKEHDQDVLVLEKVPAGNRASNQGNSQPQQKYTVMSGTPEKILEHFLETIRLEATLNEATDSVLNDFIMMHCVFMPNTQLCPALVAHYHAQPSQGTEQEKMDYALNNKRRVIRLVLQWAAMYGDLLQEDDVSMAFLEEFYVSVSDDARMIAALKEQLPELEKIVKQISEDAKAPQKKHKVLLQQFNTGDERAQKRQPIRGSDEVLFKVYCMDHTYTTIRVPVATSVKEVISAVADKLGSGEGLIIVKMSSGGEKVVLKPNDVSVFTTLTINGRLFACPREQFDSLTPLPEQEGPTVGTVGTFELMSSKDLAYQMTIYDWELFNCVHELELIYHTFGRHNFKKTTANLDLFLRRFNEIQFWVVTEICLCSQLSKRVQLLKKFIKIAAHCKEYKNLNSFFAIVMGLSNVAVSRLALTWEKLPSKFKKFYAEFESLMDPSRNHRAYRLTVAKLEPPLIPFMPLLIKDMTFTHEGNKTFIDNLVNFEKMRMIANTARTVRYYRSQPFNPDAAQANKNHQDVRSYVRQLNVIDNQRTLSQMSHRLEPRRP
EPAC2 ag: agonists of human EPAC2 (RAPGEF4) | Q8WZA2 | EPAC2 activation, biochemical qHTS; response scale: 100% = 6.5 mM cAMP response | Potency, µM (titrated, usually from 154 µM), for inactives: at the top dose activation, most hits filed as activators | actives 0.079% (n = 360,000); also: potency is read from the fitted curve at half-maximal effect; nearly all actives have a fitted effect of over 50% in size
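Compounds were titrated in qHTS against a Rap1B-BODIPY-GDP (250 nM) complex with EPAC2 (100 nM) and GDP (50 uM). BODIPY-GDP release tracked at 480/540 nm over 30 min at room temperature, normalized to 6.5 mM cAMP.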
D3 antag: D3 dopamine receptor (human) antagonism; P35462; D3R cells, DiscoveRx beta-arrestin luminescence, antagonist mode; hits give low values; max response, negative = inhibition, %; actives 2.5% (n = 360,000); AID 652054; in the data active = max response below about -50%; inconclusive = no clear call, values can overlap the other calls; also: % is scaled to controls: 0 for no effect and ±100 for the full control effect; mostly tested at two doses, the higher about 12 µM
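Cells plated overnight at 1500 cells/well, then exposed to library compounds with dopamine controls for 90 minutes at 37 degrees C. DiscoveRx reagent added for 30–60 minutes at room temperature; luminescence read, quantitative HTS format.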
FUS yeast rescue: FUS proteinopathy suppression in yeast; AID 1347120; actives 0.24% (n = 390,000); Potency, µM (doses to about 76.6 µM), for inactives: at the highest dose growth rescue (activation), most hits filed as activators; S. cerevisiae FUS-expressing, growth rescue, OD600, 24 h;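 also: potency is read from the fitted curve at half-maximal effect; plate controls were DMSO vehicle for no effect and reference control for full effect; nearly all actives have a fitted effect of over 55% in size; some results filed as inactive show a strong effect at the top dose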
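Quantitative HTS measuring growth restoration of FUS-toxic yeast. Galactose-induced cells (OD 0.005) were exposed 24hr at 30C to compounds at several concentrations, then absorbance at 600 nm was recorded.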
aSyn rescue: rescues yeast growth from alpha-synuclein toxicity; Yeast expressing alpha-synuclein, growth rescue, BacTiter-Glo, 24 h; actives 0.14% (n = 370,000); Potency, µM (top dose mostly 46.1 µM), inactives show at the top dose growth rescue (activation), most hits filed as activators; also: potency is read from the fitted curve at half-maximal effect; % of control where 0% means no effect; nearly all actives have a fitted effect of over 65% in size
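Screening used galactose-induced yeast with toxic alpha-synuclein levels, exposed to compound for 24 hr at 30 deg C. Cell growth, read with BacTiter-Glo luminescence, gave the measured signal.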
DRD3 agonist: activates the human D3 dopamine receptor; P35462; D3R DiscoveRx beta-arrestin cells, luminescence, 90 min; max activation, %; actives 0.58% (n = 410,000); in the data active = max activation above about 30%; also: 0% is about no effect; mostly tested at two doses, the higher about 12 µM
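Agonist mode: compounds and dopamine controls were applied to plated cells for 90 min at 37 degrees C after an overnight attachment at 1500 cells/well. Luminescent read-out followed 30 - 60 minutes at room temperature with DiscoveRx detection reagent.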
* marks the source's active call; other numbers are inactive results; ? = inconclusive; . = no result given; & = joins results of further samples; [ ] = remark or other dose. Unless noted, calls follow the shape of the dose curve; as a rule, active = well fitted curve in the direction sought with a large enough effect; inconclusive = small, poorly fitted or top-dose-only effect, or another doubt; inactive = no such curve, though single readings can be large; an effect the other way counts as inactive or inconclusive. Some of the compounds tested. The share of hits here may be higher or lower than overall.

| molecule | TDP43 rescue | Abeta yeast res | EPAC2 antagonist | EPAC2 ag | D3 antag | FUS yeast rescue | aSyn rescue | DRD3 agonist |
| --- | --- | --- | --- | --- | --- | --- | --- | --- |
| Cn1cc(C(=O)NCc2cccs2)c(=O)c2cc(S(=O)(=O)N3CCCC3)ccc21 | 8% | -4% | 1% | 0% | -21 | . | -1% | -9 |
| COc1ccc2nc(SCC(=O)NC3CCCC3)c(C)cc2c1 | -19% | 7% | -13% | -3% | -7 | 5% | -4% | -21 |
| O=C(NCc1ccccc1)C(=O)NCC(c1ccco1)N1CCOCC1 (stereo unspecified) | 2% | 2% | 15% | -1% | 24 | 9% | 0% | 12 |
| CN(C)C(CNC(=S)Nc1ccc(Cl)cc1)c1cccnc1 (stereo unspecified) | -3% | -6% | 3% | 10% | -29 | 16% | 0% | -7 |
| Oc1ccc(/C=N/Nc2ccnc3cc(Cl)ccc23)cc1O | -6% | -29% | -11% | 27% | ? | 6% | -1% | -13 |
| COc1ccccc1C1CCN(Cc2ccccc2Cl)CC1 | -16% | -15% | -13% | 16% | -75* | 0% | 2% | -42 |
| O=C(Nc1ccc2c(c1)OCO2)c1cc(-c2ccc(Cl)cc2)on1 | 2% | -15% | . | . | . | -1% | . | -1 |
| COc1cccc(-c2nn(-c3ccc(C)cc3)cc2C(=O)N2CCc3cc(OC)c(OC)cc3C2)c1 | 19% | ? | -9% | 6% | 5 | ? | 11% | -10 |
| Nc1cccc(Oc2ccc([N+](=O)[O-])cc2)c1 | ? | -8% | -4% | 1% | -4 | -17% | 8% | -4 |
| CCCc1c(O)c2ccccc2[nH]c1=O | 1% | -4% | 11% | -1% | 2 | 1% | 5% | 2 |
| Cc1oc(C(C)(C)C)cc1C(=O)NC1CCN(Cc2ccccc2)CC1 | 15% | 9% | 4% | 14% | -80* | 0% | 0% | -41 |
| O=C(OCc1ccccn1)c1ccc(COc2ccccc2Cl)o1 | 27% | -13% | -2% | -1% | 9 | 22% | 1% | -4 |
| CCOC(=O)c1cc(OC(=O)c2ccc(Cl)cc2)n(-c2ccccc2)n1 | 5% | -27% | . | . | . | 2% | -40%[inhibitor] | 3 |
| CC1CCN(S(=O)(=O)c2ccc3c(c2)N(CC(=O)NCCCN2CCCCC2)C(=O)CS3)CC1 | 0%&2% | -1%&9% | 0% | 6% | -26 | 13%&-4% | -5% | -9&-13 |
| COc1cc(C#Cc2c(-c3cncn3C)n(C)c3ccc(-c4cnc(OC)nc4)cc23)cc(OC)c1 | 11µM* | -44%[inhibitor] | -5% | 13% | 69 | 34% | 14% | 9 |
| Cc1ccc(SCc2cc(=O)[nH]c(N3CCOCC3)n2)cc1 | 10% | -18% | 18% | 5% | -4 | 30% | 1% | 4 |
| O=c1cc(CSc2ccccn2)c2ccccc2[nH]1 | -8% | 23% | -3% | 1% | ? | 7% | ? | 0 |
| COc1cccc(Nc2ccc(-n3ccnc3)nn2)c1 | -14% | -11% | 5% | -6% | 1 | 9% | -3% | -11 |
| CCOC(=O)c1csc(NC(C)=O)n1 | -4%[0.397 µM] | 3% | -3% | 5% | -3 | 2% | 3% | -7 |
| CN(NC1CC(=O)N(c2ccccc2)C1=O)c1ccccc1 (stereo unspecified) | -23% | 12% | 22% | 0% | -23 | . | 7% | -29 |

Ordered by length of the SMILES (smallest number first): some entries from above
| molecule | TDP43 rescue | Abeta yeast res | EPAC2 antagonist | EPAC2 ag | D3 antag | FUS yeast rescue | aSyn rescue | DRD3 agonist |
| --- | --- | --- | --- | --- | --- | --- | --- | --- |
| COc1cccc(Nc2ccc(-n3ccnc3)nn2)c1 | -14% | -11% | 5% | -6% | 1 | 9% | -3% | -11 |
| CN(C)C(CNC(=S)Nc1ccc(Cl)cc1)c1cccnc1 (stereo unspecified) | -3% | -6% | 3% | 10% | -29 | 16% | 0% | -7 |
| CCOC(=O)c1cc(OC(=O)c2ccc(Cl)cc2)n(-c2ccccc2)n1 | 5% | -27% | . | . | . | 2% | -40%[inhibitor] | 3 |

Next section
| molecule | TDP43 rescue | Abeta yeast res | EPAC2 antagonist | EPAC2 ag | D3 antag | FUS yeast rescue | aSyn rescue | DRD3 agonist |
| --- | --- | --- | --- | --- | --- | --- | --- | --- |
| Cc1cc(C)n(C2CC(=O)N(c3ccc(Cl)c(Cl)c3)C2=O)n1 (stereo unspecified) | -8%[1.82 µM] | 14% | 1% | 1% | 2 | 6% | 16% | -3 |
| COC(=O)Cn1c(CN(C)Cc2ccccc2)nc2c1c(=O)n(C)c(=O)n2C | 2% | 13% | 11% | 4% | 18 | -21% | 0% | 3 |
| CS(=O)(=O)N(Cc1ccc(C(=O)NN=C2CCCCCC2)cc1)c1ccccc1 | -11% | 7% | -13% | 4% | 18 | . | 13% | -5 |
| CC(O)CNc1cnccn1 (stereo unspecified) | -25%[0.397 µM] | -7% | 6% | -6% | -10 | 1% | -2% | 0 |
| COc1ccc(-n2nc(C(=O)NCC(=O)N3CCN(c4ccccc4)CC3)c3ccccc3c2=O)cc1OC | 26% | -6% | 2% | -1% | 42 | 22% | 12% | -3 |
| Clc1ccccc1C(c1ccccc1)(c1ccccc1)n1ccnc1 | ? | -45%[inhibitor] | 14µM* | 20% | -28 | -25% | ? | 0&-65 |
| Cc1cc(OCC(=O)NCC2CCC(C(=O)O)CC2)c2c(C)cc(=O)oc2c1 (stereo unspecified) | 15% | -3% | -7% | 8% | -3 | 7% | -9% | -15 |
| CC(C)(C)c1nnc(SCC(=O)c2ccccc2)n(N)c1=O | 6% | 1% | 16% | 1% | 0 | . | 0% | -3 |
| CCOC(=O)c1c(-c2ccccc2)n(C)c2ccc(O)cc12 | -13% | 3% | 9% | -3% | -19 | 5% | -11% | 7 |
| COc1ccccc1Oc1ccc2c(c1)C(=O)N(c1ccc(O)cc1)C2=O | 18% | 6% | 21% | 2% | 10 | -32% | 0% | 4 |
| COc1cccc(NC(=O)NC2CCCCCCC2)c1 | 4% | 14% | -4% | 16% | -7 | 3% | 2% | 5 |
| O=S(=O)(NCc1ccccn1)c1ccc(Cl)s1 | -18% | 2% | 4% | 8% | -3 | 7% | 1% | 5 |
| Cc1nn(CCCC(=O)NC2CCC(C)CC2)c(=O)c2nn(-c3ccccc3)c(C)c12 (stereo unspecified) | -7% | 2% | -9% | -4% | 0 | 21% | -4% | 2 |
| CSC1=C(C#N)C(c2ccccc2C)C(C#N)=C(N)N1 (stereo unspecified) | 18% | 19% | -2% | 8% | -21 | -20% | 9% | 3 |
| CC(=O)NC(CC(=O)NCCc1ccccc1)c1ccccc1 (stereo unspecified) | -8% | 4% | 0% | 5% | -2 | 1% | -8% | 3 |
| O=C(Nc1cnns1)Oc1ccccc1 | 13% | 6% | 6% | 3% | -24 | -2% | -8% | -2 |
| COc1ccc(Nc2c3c(nc4ccccc24)CCC3)cc1Cl | 6% | -4% | . | . | . | 4% | . | -9 |
| COc1ccc(/C=N/NC(=O)c2ccc(=O)n(C)c2)cc1OC | 10% | -2% | 10% | 5% | 5 | -7% | -1% | 0 |
| Cc1cc(NC(=O)CCC(=O)N(C(C(=O)NC(C)(C)C)c2ccccc2Cl)C(C)(C)C)no1 (stereo unspecified) | -9% | -4% | 13% | 2% | -16 | 66% | -2% | -19 |
| COc1ccc(Cl)cc1NC(=O)c1cnc(SC)nc1-c1ccccc1 | 9% | -26% | . | . | . | 3% | . | -6 |
| COC(=O)[C@H](Cc1ccccc1)NC(=O)CC[C@H]1O[C@@H](n2ccc(=O)[nH]c2=O)[C@H](O)[C@@H]1O | 0% | 1% | 14% | 0% | 2 | -3% | -1% | 5 |
| S=C1SCN(CC2CC2)CN1CC1CC1 | -94%[inhibitor] | 0% | 0% | 5% | 2 | 6% | -13% | 4 |
| CC1CCCCC1NC(=O)COC(=O)c1ccccn1 (stereo unspecified) | -16% | -14% | 15% | 5% | -22 | -2% | -24% | -9 |
| CN(C(=O)C1CCC(=O)N(CCCN2CCCC2=O)C1)C(C1CC1)C1CC1 (stereo unspecified) | -3% | 12% | -7% | 1% | -1 | 22% | 2% | -6 |
| O=C(CCCCCNC(=O)N1CCn2c1nc1ccccc12)NCc1ccc(Cl)cc1 | 0% | 6% | -6% | -2% | 18 | 30% | 2% | 3 |
| CC1=C(C(=O)Nc2ccc(C)cc2)C(c2ccc(N(C)C)cc2)NC(=O)N1 (stereo unspecified) | -5% | 8% | 2% | 4% | -8 | 20% | -10% | 11 |
| O=C(Nc1ccc(NC(=O)c2ccccc2F)cn1)c1ccco1 | -21% | -23% | 5% | 5% | -9 | 6% | -12% | -3 |
| CCSC1=C(C#N)C2(CCCC2)C(C#N)=C(N)N1 | 9% | -9% | -2% | 2% | -27 | 6% | -6% | -7 |
| CCOC(=O)c1c(C)n(S(=O)(=O)c2ccc(C)cc2)c2ccc(O)c(C(=O)O)c12 | -18% | 5% | -21% | 9% | -16 | 24% | -1% | 2 |
| COc1ccc(-c2nc(CS(=O)CC(=O)NCCCN3CCCC(C)C3)c(C)o2)cc1OC (stereo unspecified) | -9% | 8% | 7% | -8% | 4 | 11% | 3% | -9 |
| CC(C)(C)C(=O)Nc1nnc(SCC(=O)NC2CCCCC2)s1 | -18% | -5% | 1% | 9% | 3 | 9% | -1% | 1 |
| Cc1nc(SCc2ccccc2)c(C(F)(F)F)c(=O)[nH]1 | -9% | -8% | 8% | -2% | 19 | 10% | 2% | -11 |
| O=C(Nc1cc2c3c(c1)CC(=O)N3CCC2)c1ccc(F)cc1 | -19% | 5% | -4% | 1% | 11 | 15% | 5% | -8 |
| Cc1ccccc1NS(=O)(=O)c1ccc2[nH]cc(C(=O)NC3CCCCC3)c(=O)c2c1 | 24% | 6% | . | . | . | ? | . | 4 |
| CCC1C(=O)N=C(SCC(=O)Nc2ccc(Br)cn2)NC1=O (stereo unspecified) | 4% | -23% | -4%[57.1 µM] | 5% | 20 | -15% | 6% | 3 |
| O=c1c2ccccc2nc(-c2ccccc2)n1/N=C/c1ccc([N+](=O)[O-])cc1 | 17% | 6% | 2% | 1% | -8 | -15% | 0% | -5 |
| O=C(COc1ncnc2cc([N+](=O)[O-])ccc12)NCc1ccc2c(c1)OCO2 | 7% | 2% | -4% | 4% | 76 | 19% | 4% | 1 |
| CCc1ccc2c(CC(=O)Nc3cccc(S(=O)(=O)N4CCOCC4)c3)coc2c1 | -6% | 3% | -4% | 13% | -21 | ? | 0% | -4 |
| CC(=O)c1ccc(OCC(O)CN2C(C)CCCC2C)cc1 (stereo unspecified) | 23% | 6% | -6% | 15% | -5 | -23% | -1% | -2 |
